# PKM2 activator: qHTS Assay for Activators of Human Muscle isoform 2 Pyruvate Kinase. purified PKM2, Kinase-Glo ATP luminescence, activation; response scale: 0% is enzyme alone, no compound. Potency, µM (doses to about 57.5 µM), without a hit: at the highest dose activation, most hits filed as activators. actives 0.34% (n = 260,000); further: potency means the concentration at half of the fitted maximal effect; on the % scale 0 is the no-effect control and ±100 the full control effect; nearly all actives have a fitted effect of over 55% in size
#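 Purified hPK-M2 (>95% pure) converted ADP (0.1 mM final) to ATP with 0.5 mM PEP in 50 mM imidazole pH7.2, KCl, MgCl2, Tween 20, BSA; 1 h at room temperature. ATP detected by Kinase-Glo luminescence.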
# Rab9 promoter act: qHTS Assay for Rab9 Promoter Activators. actives 2.8% (n = 320,000). Huh7 Rab9 promoter-luciferase reporter, luminescence, 24 h. Potency, µM (series often up to 9.22 µM), inactives show at the highest dose activation, negative = inhibition, most hits filed as activators; further: potency means the concentration at half of the fitted maximal effect; % of control where 0% means no effect; nearly all actives have a fitted effect of over 60% in size
#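 Luminescence from Amplite-detected luciferase (10 minutes, ambient) reports Rab9 promoter activation. Before that, stable Rab9-luciferase Huh7 cells (1500/well, reduced-serum OP-MEM I plus 10% FBS) were exposed to compound for 24 hours at 37C.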
# NPC1 promoter act: qHTS Assay for NPC1 Promoter Activators; Huh7 NPC1 promoter luciferase reporter, 24 h; Potency, µM (titrated, usually from 9.22 µM), without a hit: at the top dose activation, hits mostly activators; actives 2.4% (n = 320,000); AID 485313, 2010;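 further: potency means the concentration at half of the fitted maximal effect; % of control where 0% means no effect; nearly all actives have a fitted effect of over 60% in size; reporter is driven by a mutant NPC1 promoter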
#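 Stably transfected Huh7 (NPC1 promoter→luciferase), 1500 cells/well in Opti-MEM + 10% FBS, 2 h settle, then compound 24 h at 37 °C. Luminescence after 10 min with Amplite reagent.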
# BRCA1 expr act: qHTS Assay to Identify Small Molecule Activators of BRCA1 Expression. actives 1.1% (n = 380,000). MCF7-BRCA1-FFLuc reporter, luminescence, 48 h; response scale: scaled: vehicle 0%, 10 µM genistein 100%. Potency, µM (top dose mostly 46.1 µM), for inactives: at the highest dose activation, most hits filed as activators; further: potency means the concentration at half of the fitted maximal effect; nearly all actives have a fitted effect of over 80% in size; some results filed as inactive show a strong effect at the top dose
#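 48 h compound treatment of MCF7-BRCA1-FFLuc cells (phenol-red free MEM, 37 °C), then 15 min with luciferase substrate and luminescence imaging.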
# VP16 counter: VP16 counterscreen qHTS for inhibitors of ROR gamma transcriptional activity | Drosophila S2 Gal4-VP16 UAS-luciferase, luminescence, 20 h | Potency, µM (top dose mostly 53.6 µM), inactives show top-dose activity, negative = inhibition, usual class: inhibitors | actives 3.5% (n = 310,000);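 further: Gal4-VP16 expression switched on by copper sulfate through the metallothionein promoter; potency means the concentration at half of the fitted maximal effect; on the % scale 0 is the no-effect control and ±100 the full control effect; nearly all actives have a fitted effect of over 50% in size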
# p53 reactivator: qHTS assay for re-activators of p53 using a Luc reporter; H1299 p53-A138V BP100-luciferase reporter, luminescence, 24 h; Potency, µM (highest dose often 92.2 µM), inactives show at the top dose activity change, positive = activation, actives largely listed as activators; actives 0.063% (n = 320,000); AID 504706, 2011; further: potency means the concentration at half of the fitted maximal effect; % of control where 0% means no effect; nearly all actives have a fitted effect of over 45% in size
#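 H1299 (p53-null), stable ts p53-A138V + BP100-Luc; 1000 cells/well, Opti-MEM/10% FBS; cpd 4 pt, 1:5; 24 h, 37 deg C, 5% CO2; detection reagent 10 min RT; luminescence.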
# ELG1 genotoxic: qHTS screen for small molecules that induce genotoxicity in human embryonic kidney (HEK293T) cells expressing luciferase-tagged ELG1. AID 504466, 2011. Potency, µM (top dose mostly 46 µM), for inactives: top-dose activity change, positive = activation, most hits filed as activators. actives 1.3% (n = 330,000). HEK293T ELG1-luciferase reporter, luminescence, 16 h; further: potency means the concentration at half of the fitted maximal effect; % of control where 0% means no effect; nearly all actives have a fitted effect of over 60% in size
#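 HEK293T cells expressing luciferase-tagged ELG1 were treated with compound or DMSO for 16 hr at 37°C. Luciferase activity was then read after 30 min with ONE-Glo at room temperature; rising signal flags genetic stress.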
# FLuc modulator: qHTS profiling assay for firefly luciferase inhibitor/activator using purifed enzyme and Km concentrations of substrates (counterscreen for miR-21 project). Luciferin 4-monooxygenase (Photinus pyralis), P08659. purified FLuc, Km substrates, luminescence inhibition. Potency, µM (series often up to 57.5 µM), for the others: top-dose activity change, negative = inhibition, actives largely listed as inhibitors. actives 6.9% (n = 360,000);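 further: potency means the concentration at half of the fitted maximal effect; plate controls were vehicle for no effect and reference inhibitor for full effect; nearly all actives have a fitted effect of over 55% in size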
# Target sequence (P08659 whole entry, looked up): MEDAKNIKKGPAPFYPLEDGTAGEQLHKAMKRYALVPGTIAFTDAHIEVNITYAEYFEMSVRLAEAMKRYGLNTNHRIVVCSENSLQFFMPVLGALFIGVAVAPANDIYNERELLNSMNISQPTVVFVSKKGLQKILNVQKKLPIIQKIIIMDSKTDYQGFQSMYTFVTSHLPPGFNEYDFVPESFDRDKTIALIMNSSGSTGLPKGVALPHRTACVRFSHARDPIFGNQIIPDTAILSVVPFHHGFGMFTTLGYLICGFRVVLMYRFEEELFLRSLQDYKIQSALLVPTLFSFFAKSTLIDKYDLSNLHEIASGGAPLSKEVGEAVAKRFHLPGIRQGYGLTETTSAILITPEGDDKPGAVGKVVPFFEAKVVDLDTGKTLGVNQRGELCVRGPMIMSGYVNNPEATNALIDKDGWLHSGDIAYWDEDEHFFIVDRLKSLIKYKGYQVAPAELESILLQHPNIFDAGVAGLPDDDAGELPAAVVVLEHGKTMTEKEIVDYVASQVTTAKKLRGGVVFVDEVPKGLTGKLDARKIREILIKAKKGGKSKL
#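 Biochemical qHTS of compounds, final roughly 60 µM downward over six points, against 10 nM purified firefly luciferase using Km concentrations of substrates (10 uM D-luciferin, 10 uM ATP) in Tris acetate pH 7.5 buffer; luminescence output.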
# Giardia kill: Small Molecules that selectively kill Giardia lamblia: qHTS; Giardia lamblia trophozoite viability; activity change, % at 7.66 µM, hits read low; actives 0.15% (n = 340,000); AID 540267, 2011; in the data active means activity change below about -80%; inconclusive means between about -30% and that limit;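 further: parasites exposed to compound for two days anaerobically before the ATP read; on the % scale 0 is the no-effect control and ±100 the full control effect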
#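 ATP-content bioluminescence gauges trophozoite survival. Cells (100/well) receive compound and incubate anaerobically for 48 hrs at 37 deg C; detection reagent follows for 15-30 min at room temperature.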
# Menin MLL FP TR: qHTS Assay for Inhibitors Targeting the Menin-MLL Interaction in MLL Related Leukemias: Competition With Texas Red Labeled MLL-derived Mutant Peptide | Potency, µM (highest dose often 61.6 µM), inactives show at the top dose FP activity change, negative = inhibition, most hits filed as inhibitors | actives 0.23% (n = 270,000) | Menin + Texas Red MLL mutant peptide, fluorescence polarization; active means well fitted inhibition curve with a large enough effect in the polarisation, with a control signal flat, not every such curve was filed as active; inconclusive means small, poorly fitted or top-dose-only effect, or effect the other way, or a change in a side signal; inactive means no such curve, though single readings can be large or run the other way; the % refers to the polarisation; further: potency means the concentration at half of the fitted maximal effect; % of control where 0% means no effect; many of its hits are not listed in these tables
# RORgamma inh: qHTS for inhibitors of ROR gamma transcriptional activity; Nuclear receptor ROR-gamma (Mus musculus), P51450; Drosophila S2 Gal4-RORgamma UAS-luciferase reporter, 20 h; Potency, µM (doses to about 53.6 µM), inactives show top-dose activity change, negative = inhibition, usual class: inhibitors; actives 5.4% (n = 310,000); AID 2551, 2010; further: potency means the concentration at half of the fitted maximal effect; on the % scale 0 is the no-effect control and ±100 the full control effect; nearly all actives have a fitted effect of over 60% in size
# Target sequence (P51450 whole entry, looked up, the tested form may be a part): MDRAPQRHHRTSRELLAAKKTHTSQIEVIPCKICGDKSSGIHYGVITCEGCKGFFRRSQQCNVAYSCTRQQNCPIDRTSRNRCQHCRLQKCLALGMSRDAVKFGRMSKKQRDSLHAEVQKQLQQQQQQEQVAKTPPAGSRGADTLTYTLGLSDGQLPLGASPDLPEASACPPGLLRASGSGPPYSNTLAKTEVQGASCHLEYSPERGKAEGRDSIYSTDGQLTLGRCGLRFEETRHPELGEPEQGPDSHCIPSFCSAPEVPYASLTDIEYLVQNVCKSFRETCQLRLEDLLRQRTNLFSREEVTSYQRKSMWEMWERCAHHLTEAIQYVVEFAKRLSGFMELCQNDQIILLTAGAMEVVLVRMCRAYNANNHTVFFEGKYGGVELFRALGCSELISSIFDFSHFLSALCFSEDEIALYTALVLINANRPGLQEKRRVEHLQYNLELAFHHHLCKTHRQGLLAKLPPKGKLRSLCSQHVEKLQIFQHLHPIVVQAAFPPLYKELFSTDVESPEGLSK
#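 Using a luciferase readout, inhibitors were identified by reduced reporter activity in Drosophila cells coexpressing a copper-inducible Gal4–ROR gamma fusion and UAS-driven Photinus luciferase, incubated 20 hr after 700 uM copper sulfate.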
# Numbers without * were called inactive; ? = inconclusive; · = not tested or not shown; [ ] = remark or other dose. Unless noted, the call rests on the fitted dose curve; in most records, active means well fitted curve in the direction sought with a large enough effect; inconclusive means small, poorly fitted or top-dose-only effect, or another doubt; inactive means no such curve, though single readings can be large; an effect the other way counts as inactive or inconclusive.
SMILES,PKM2 activator,Rab9 promoter act,NPC1 promoter act,BRCA1 expr act,VP16 counter,p53 reactivator,ELG1 genotoxic,FLuc modulator,Giardia kill,Menin MLL FP TR,RORgamma inh
CCCCn1c(SCC(=O)Nc2cccc(C)n2)nnc1-c1ccco1,14%,-5%,1%,-30%,-5%,-5%,2%,-1%,0,-7%,12%[10 µM]
CSc1nnc(-c2ccccc2)n1N,-6%,-3%,8%,0%,-4%,-12%,-3%,1%,-6,2%,-2%
Cc1cccc2cc(C#N)c(N3CCCC3)nc12,5%,22%,1%,5%,4%,24%,0%,5%,10,-18%,-22%
CC1CCc2c(sc3nc(CN4CCOCC4)nc(N4CCc5ccccc5C4)c23)C1 (stereo not drawn),8%,-4%,-1%,-37%,?,9%,-1%,6%,-8,?,-78%
COC(=O)c1c(NC(=O)CN2C(=O)C(=O)N(CC(C)C)C2=O)sc(C)c1C,10%,-4%,1%,-18%,-13%,-6%,-9%,2%,-11,·,8%
Cc1nc2ncnn2c(C)c1CCC(=O)N1CCN(C(=O)c2ccco2)CC1,-1%,12%,-3%,-2%,-7%,5%,1%,-1%,-10,-24%,3%
O=C(Cc1c(Cl)cccc1Cl)NC1=NCCS1,1%,12%,5%,·,-12%,-4%,-1%,-2%,·,9%,-1%
Oc1ccc(N2CCN(c3ncnc4sc(-c5ccccc5)cc34)CC2)cc1,-5%,0%,0%,-69%[inhibitor],-21%,-2%,-11%,?,-12,?,7%
Cc1ccc(C2(C)NC(=O)N(CC(=O)NCc3cccs3)C2=O)cc1 (stereo not drawn),0%,0%,-6%,4%,-7%,-5%,-2%,-2%,-14,7%,7%
CCN(CC)S(=O)(=O)c1ccc(/C=C/C(=O)O)cc1,-6%,11%,-10%,-10%,-2%,1%,0%,-1%,17,3%,13%
Cc1ccc(/C=C(\C#N)C(=O)NCCN2CCOCC2)cc1,0%,-1%,2%,-4%,-10%,4%,-1%,-7%,0,0%,-2%
CCOc1ccc(CCNC(=O)COC(=O)c2cccnc2OCC)cc1OCC,-4%,4%,?,-1%,4%,4%,-3%,3%,-8,-10%,-5%
COc1cc(OC)c2c(-c3cccc(-c4ccc(OC)c(F)c4)c3)cc(=O)oc2c1,·,·,·,-69%,-12%,?,?,·,-21,20%,6%
CSc1nnc(C)c(=O)n1COC(=O)/C=C/c1ccccc1,1%,-4%,-10%,-2%,14%,2%,-3%,4%,-7,0%,0%
COC(=O)CSc1nc(N)c2c3c(sc2n1)C(c1ccccc1)SC(c1ccccc1)C3 (stereo not drawn),25%,-1%,-6%,-73%,11µM*,-4%,4%,-3%,-21,?,10µM*
O=C(CCCOc1ccccc1)Nc1ccc(S(=O)(=O)N2CCOCC2)cc1,-1%,-4%,0%,6%,-2%,-5%,-2%,-2%,10,?,10%[10 µM]
COC(=O)C1=C(O)/C(=C/c2cccc(OC)c2O)N=C1C,-32%,?,-4%,3%,-4%,6%,13%,15µM*,4,·,-9%
O=C(O)CCSc1nnc(COc2cccc3ccccc23)n1-c1cccc(Cl)c1,11%,6%,0%,-3%,-5%,-2%,0%,?,3,2%,11%
COc1ccc(CCN(C)C2CC(=O)N(c3ccccc3)C2=O)cc1OC (stereo not drawn),-4%,-2%,-1%,-2%,16µM*,1%,-1%,-1%,-3,·,?
CC1CCCC(NC(=O)C2CC(=O)N(Cc3ccccc3)C2)C1C (stereo not drawn),-2%,3%,-1%,-4%,8%,12%,2%,0%,20,·,-9%
CCOC(=O)[C@H]1[C@H]2COc3ccc(C)cc3[C@@H]2N2C(=O)CN(Cc3ccc(OC)cc3)C(=O)[C@@]12C,·,0%,-2%,4%,·,-11%,-1%,-2%,-3,·,·
CSc1nc2ccc(NS(=O)(=O)c3c(Cl)cccc3Cl)cc2s1,?,2%,2%,-37%,0%,-2%,2%,-8%,26,?,30%
CCOc1ccc(NC(=O)CN2C(=O)CSC2=O)cc1,-1%,-2%,-3%,0%,?,5%,6%,?,7,0%,-16%
CCN(CC)c1ccc2cc(-c3nc4ccccc4[nH]3)c(=O)oc2c1,3%,0.1µM*,0.28µM*,24%,-7%[0.365 µM],33%,0.15µM*,0.076µM*,-108*,?,2.8µM*
O=C(C1CCC(CNS(=O)(=O)c2cccc3nsnc23)CC1)N1CCN(c2ccccn2)CC1 (stereo not drawn),3%,-3%,-2%,-35%,2%,1%,-4%,6%,-25,-12%,36%
CC12CC3(C)CC(C)(C1)CC(C(=O)NCc1cccnc1)(C2)C3,-1%,0%,-5%,7%,-8%,-1%,-1%,-2%,-9,-20%,7%
O=C(Nc1ccc(F)cc1)Nc1ccccc1N1CCCCC1,-3%,-9%,-4%,-54%,-1%,-1%,-7%,-8%,9,·,2%
CCn1ncc(CN2CCCC(CNC(=O)c3ccc(F)cc3)C2)c1C (stereo not drawn),-2%,-1%,0%,-5%,-3%,1%,-2%,0%,2,-5%,-11%
CCC1(c2ccc(F)cc2)NC(=O)N(CC(=O)N2CCN(C(=O)c3cccs3)CC2)C1=O (stereo not drawn),·,1%,-4%,-7%,·,12%,1%,1%,1,·,·
CCOC(=O)c1c(C)[nH]c(C(=O)Cn2nnc(-c3ccccc3Cl)n2)c1C,?,?,12%,45%,1%,5%,?,-11%,-9,6%,10%
Cc1cccc(NC(=O)CSc2nc(N)c(NC(=O)c3cccs3)c(=O)[nH]2)c1C,-1%,-8%,-2%,-2%,-4%,-6%,0%,?,-5,0%,-42%
CCc1ccc(NC(=O)Cn2c(SC)nc3ccccc32)cc1,-3%,8%,-3%,-39%,0%,-5%,-2%,-1%,-5,0%,-38%
CCCCCCCc1c(O)nc(SCCN2CCOCC2)[nH]c1=O,-2%,1%,-5%,16%,-12%,-3%,0%,-2%,13,8%,0%
O=C(CSc1nc2c([nH]c3ccccc32)c(=O)n1-c1ccccc1F)NCC1CCCO1 (stereo not drawn),-2%,4%,-3%,-2%,4%,-2%,1%,3%,8,·,28%
O=C(CSc1nncs1)NCCCc1ccccc1,-6%,2%,0%,-8%,11%,-2%,0%,-3%,-5,0%,-1%
COc1ccc(/C=N/NC(=O)c2cc(C34CC5CC(CC(C5)C3)C4)[nH]n2)cc1O,9%,-2%,3%,-52%,-19%,-1%,?,15µM*,-18,18%,31%
CCN(CC)C(=O)c1cn(-c2ccccc2)nc1-c1ccc2c(c1)OCCO2,5%,18%,-5%,-2%,-28%[10 µM],-3%,-9%,-1%,-6,?,?
CCOc1ccccc1-n1c(SCC(=O)N2CCCC2)nnc1-c1ccoc1C,3%,1%,-14%,-18%,15%,-2%,-1%,5%,16,-3%,15%
COC(=O)c1[nH]c2ccc(C)cc2c1NC(=O)NC1CCCCC1,2%,-5%,0%,-29%,9%,-6%,0%,0%,-10,-5%,-12%
C=CC(=O)NN(C)c1ncc(C(F)(F)F)cc1Cl,1%,-18%,-19%,-58%,-2%[10 µM],-1%,-13%,1%,17,-16%,-13%
COC(=O)c1cc(OC)c(OC)cc1NC(=O)c1ccoc1C,-3%,-5%,-1%,·,-5%[0.365 µM],10%,-8%,-1%,·,15%,?
COc1ccc(N2CC(C(=O)NCc3n[nH]c(=O)c4ccccc34)CC2=O)cc1 (stereo not drawn),·,7%,-3%,-12%,·,-5%,?,6%,3,·,·
COc1ccc(C(=O)NCC(C)(C)SCc2c(C)cc(C)cc2C)cc1,-2%,2%,0%,-29%,?,-1%,-3%,6%,10,?,?
CN(C)c1cccc(C(=O)N2CCCC(CCC(=O)N3CCN(c4ccccn4)CC3)C2)c1 (stereo not drawn),-6%,4%,0%,-4%,-11%,3%,-11%,2%,4,·,9%
C#CCn1cccc(C(=O)Nc2ccc(OC)cc2)c1=O,·,19%[1.84 µM],29%,87%,11%,19%,14%,19µM*,11,8%,-5%
Nc1ccc(-n2cnc3cc([N+](=O)[O-])ccc32)cc1,0%,1%,26%,97%,11%,24%,13%,?,-9,-2%,37%

# Screens deposited in PubChem by National Center for Advancing Translational Sciences (NCATS).

# An excerpt, so the mix of outcomes need not match the whole.
